# Compound activity as filed in PubChem.
# NR2F2 inh: blocks human COUP-TFII nuclear receptor | P24468 | HEK293T NGFI-A luciferase reporter, luminescence | inhibition, % at 8.6 µM | hit rate 0.7% among 370,000;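 active = inhibition above a per-plate cutoff, mean inhibition of test wells between control levels plus 3 SD, cut at about 38% in these data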;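 also: cells cotransfected with COUP-TFII expression vector driving the NGFI-A reporter; 0% = median of COUP-TF2 test wells and 100% = reporter-only cells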
# NCOA2 inhibitor: inhibits human steroid receptor coactivator 2; inhibition, % at 9 µM; hit rate 0.17% among 370,000; HEK293 GAL4-SRC2 luciferase reporter, luminescence; Q15596;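 active = inhibition above the mean inhibition of all tested compounds plus 3 SD, set per campaign, cut at about 52% in these data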;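 also: 0% = DMSO treated cells and 100% = cells given Gossypol at 36 µM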
# TWEAK-Fn14 inh: inhibitors of TWEAK-Fn14 interaction signaling | AID 1159606 | hit rate 2% among 360,000 | inhibition, % at 10 µM | TWEAK-stimulated Fn14 reporter cells, luciferase luminescence, 8 h; in the data active = inhibition above about 50%
# SRC3 inh: inhibits human SRC3 coactivator. Q9Y6Q9. HEK293 GAL4-SRC3 luciferase reporter, luminescence. inhibition, % at 3.6 µM. hit rate 0.17% among 360,000;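 active = inhibition above a per-campaign cutoff, the mean of all compounds plus 3 SD, cut at about 60% in these data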;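 also: 0% = DMSO-treated cells and 100% = gossypol-treated cells at 36 µM; higher means less SRC3-driven luciferase light from the GAL4 reporter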
# LRH-1 inv ag: suppresses constitutive activity of human LRH-1. HEK293T StAR-luciferase reporter, LRH-1 transfected, 24 h. inhibition, % at 3.6 µM. hit rate 0.13% among 360,000;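 active = inhibition above the mean inhibition of all tested compounds plus 3 SD, cut at about 73% in these data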;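 also: 0% = DMSO wells and 100% = reporter-only cells lacking LRH-1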
# Target sequence (O00482 whole entry, looked up): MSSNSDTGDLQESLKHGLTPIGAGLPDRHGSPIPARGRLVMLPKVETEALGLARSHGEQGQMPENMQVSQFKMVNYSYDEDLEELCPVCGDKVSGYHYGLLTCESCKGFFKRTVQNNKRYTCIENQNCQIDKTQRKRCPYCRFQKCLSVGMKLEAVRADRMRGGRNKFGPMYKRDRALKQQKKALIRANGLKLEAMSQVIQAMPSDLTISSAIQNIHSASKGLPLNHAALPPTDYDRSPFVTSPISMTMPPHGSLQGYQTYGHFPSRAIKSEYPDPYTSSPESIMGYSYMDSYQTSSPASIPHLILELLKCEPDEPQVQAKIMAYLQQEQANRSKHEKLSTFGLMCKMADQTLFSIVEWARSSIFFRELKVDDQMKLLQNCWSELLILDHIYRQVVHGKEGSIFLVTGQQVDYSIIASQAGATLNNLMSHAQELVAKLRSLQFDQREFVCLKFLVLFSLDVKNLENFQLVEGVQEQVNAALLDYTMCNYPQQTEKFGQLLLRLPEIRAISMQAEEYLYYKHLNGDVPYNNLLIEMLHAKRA
# NOD2-RIPK2 inh: inhibitors of human NOD2-RIPK2 interaction. inhibition, % at 4.98 µM. hit rate 0.38% among 360,000. CHO BLA complementation NOD2-RIPK2, CCF4 ratio. AID 624267. O43353; in the data active = inhibition above about 21%;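 also: 0% = vehicle only and 100% = reference blocker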
# Target sequence (O43353 whole entry, looked up): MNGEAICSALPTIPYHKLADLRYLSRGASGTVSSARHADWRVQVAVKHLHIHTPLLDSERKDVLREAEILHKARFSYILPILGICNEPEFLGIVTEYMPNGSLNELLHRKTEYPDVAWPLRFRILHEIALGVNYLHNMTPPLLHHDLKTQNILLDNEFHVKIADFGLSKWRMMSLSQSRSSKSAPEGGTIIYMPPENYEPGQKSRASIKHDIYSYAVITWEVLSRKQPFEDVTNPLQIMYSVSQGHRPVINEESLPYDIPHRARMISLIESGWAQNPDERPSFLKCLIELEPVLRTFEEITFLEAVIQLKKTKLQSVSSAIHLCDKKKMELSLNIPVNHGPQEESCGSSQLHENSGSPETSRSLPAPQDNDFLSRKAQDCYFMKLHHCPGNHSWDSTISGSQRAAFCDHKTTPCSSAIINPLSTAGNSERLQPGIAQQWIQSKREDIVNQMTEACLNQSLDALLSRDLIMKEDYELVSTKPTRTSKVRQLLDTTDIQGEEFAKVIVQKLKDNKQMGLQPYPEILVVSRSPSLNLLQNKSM
# TROY signal inh: TROY signaling inhibition. Q293 LMP1-TROYcd NF-kB luciferase reporter, 4 h. inhibition, % at 10 µM. hit rate 0.98% among 360,000. AID 1347056;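 active = compounds whose plate-normalised and pattern-corrected inhibition of the luciferase reporter signal at the single screening dose is 50% or more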
# ABHD5 PLIN5 PPI: ABHD5-PLIN5 protein interaction inhibition. Q00G26+Q8WTS1. Split G. princeps luciferase complementation, luminescence, 4 h. hit rate 0.78% among 360,000. inhibition, % at 4 µM;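 active = inhibition above the mean inhibition across every tested compound plus 3 SD, cut at about 22% in these data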;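 also: 0% = DMSO only wells and the 100% control is not disclosed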
# TLR9-MyD88 inh: blocks human TLR9 binding to MyD88; CHO BLA complementation TLR9-MyD88, CCF4 FRET ratio; inhibition, % at 4.98 µM; hit rate 0.21% among 340,000;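 active = inhibition above the mean over all tested compounds plus 3 SD, cut at about 21% in these data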;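 also: 0% = DMSO only wells and 100% = clavulanate BLA inhibitor control wells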
# NCOA1 inh: inhibitors of human steroid receptor coactivator 1 (SRC1) | Q15788 | HEK293 GAL4-SRC1 luciferase reporter, luminescence | inhibition, % at 3.6 µM | hit rate 0.12% among 360,000 | AID 588354;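 active = inhibition above the campaign mean plus 3 SD, with each screening campaign given its own cutoff, cut at about 60% in these data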;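 also: 0% = DMSO treated cells and 100% = gossypol at 36 µM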
# Exocytosis inh: lytic granule exocytosis inhibition. TALL-104 LAMP-1 surface exposure, flow cytometry; cells stimulated with thapsigargin and PMA. inhibition, % at 10 µM. hit rate 0.66% among 360,000;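 active = inhibition above about 55%, limit read from the data; inconclusive = no clear call, values can overlap the other calls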
# Active calls of the source: *; ? = inconclusive; nt = not tested or not shown.
SMILES,NR2F2 inh,NCOA2 inhibitor,TWEAK-Fn14 inh,SRC3 inh,LRH-1 inv ag,NOD2-RIPK2 inh,TROY signal inh,ABHD5 PLIN5 PPI,TLR9-MyD88 inh,NCOA1 inh,Exocytosis inh
Cc1ccc(-c2csc(NC(=O)c3ccc4c(=O)n5c(nc4c3)CCCCC5)n2)cc1,-2,-13,70*,14,-13,-3,-26,15,-2,21,-3
CC(C)(C)c1ccc(CC(=O)N2CCC2(C)C(=O)NS(=O)(=O)c2ccccc2C(F)(F)F)cc1 (stereo unspecified),4,5,-11,-42,11,-11,-4,5,nt,-7,0
CC1=C(C(=O)OCc2ccc3c(c2)OCO3)C(c2ccccc2)NC(=O)N1 (stereo unspecified),30,54*,87*,70*,47,-1,59*,-3,-5,71*,6
Cc1ccc(CSC2=CS(=O)(=O)c3ccccc3N2)cc1,20,4,14,-13,-37,-4,-14,-4,-4,-19,-2
S=C(NCCCN1CCOCC1)N1CCN(c2nc(-c3ccc(Cl)cc3)cs2)CC1,58*,25,37,22,16,10,45,32*,-6,16,77*
CC1(C)CC(=O)c2cn3nc(C(F)(F)F)nc3nc2C1,-1,2,-5,1,-5,-6,-5,-7,-3,8,2
O=C(NCc1ccccn1)Nc1ccc(F)cc1,-5,-14,-30,-7,-14,8,-44,0,-2,-19,1
COc1ccc(/C=C2\Oc3cc(OCC(=O)N4CCC(C(=O)O)CC4)ccc3C2=O)c(OC)c1OC,10,-18,-34,-28,-21,-1,3,-1,3,-16,4
OCCC1CN(Cc2cnc(-c3ccccc3)s2)CCN1Cc1ccccc1 (stereo unspecified),10,-16,-10,6,-6,-7,-7,13,0,-3,0
Cc1cc(C(=O)Nc2cc(C(F)(F)F)ccc2N2CCOCC2)no1,12,-13,-4,-7,-1,-10,15,-1,-8,3,-4
Cc1csc(NC(=O)c2cc3ccccc3o2)n1,-41,-57,45,-115,-108,2,-8,2,-9,-86,23
CCOC(=O)c1csc(NNC=O)n1,10,-5,5,-1,11,1,-24,-6,8,-5,4
O=C(OCc1ccccc1)N1CCC2CC1c1cc(/C=C/CCCSc3ncccn3)ccc12 (stereo unspecified),7,-80,-8,-19,-2,-3,-17,-4,9,-8,-4
COC(=O)COc1coc(CN2CCN(c3cccc(Cl)c3)CC2)cc1=O,4,8,-6,7,3,11,-14,-3,4,-23,-8
NC(=NCc1ccccc1)c1cccc([N+](=O)[O-])c1,0,-18,16,8,22,1,12,0,0,12,-6
Cc1ccc(CNC(=O)c2nn(C)c(C)c2[N+](=O)[O-])cc1,-2,17,13,-9,-1,-8,-4,-2,-19,2,4
COc1ccc(NC(=O)Cc2c(F)cccc2Cl)cc1,-12,-40,-19,-22,-2,-4,-61,-2,-4,-16,0
CC(C)Oc1ccc(C(=O)OCC(=O)NC(=O)NC2CCCC2)cc1,2,1,1,-2,4,-4,1,-4,11,-8,-2
COc1ccc(Cc2nnc(NC(=O)Nc3ccc(F)cc3)s2)cc1,3,-18,-13,-5,0,1,-2,-6,5,8,0
CCOC(=O)C1(Cc2ccccc2)CCCN(C(=O)C=C(C)C)C1 (stereo unspecified),-42,-49,-18,-69,-76,1,-46,3,-4,-48,-6
O=C(OCc1ccc([N+](=O)[O-])cc1)C1CC(=O)N(c2ccccc2)C1 (stereo unspecified),7,-11,-13,8,9,-10,-20,2,-12,4,0
O=C(c1ccc(F)cc1)N1CCCCC(Sc2nnnn2-c2ccccc2)C1=O (stereo unspecified),-17,-7,8,4,7,0,-1,9,-15,-16,-1
CC(=O)N1CCN(c2ccc([N+](=O)[O-])c(NCC3CCCO3)c2)CC1 (stereo unspecified),14,17,-1,0,16,-3,11,-1,-11,-17,-1
O=C(Nc1c2c(nn1-c1ccccc1)CS(=O)(=O)C2)c1ccccc1C(F)(F)F,8,21,-14,-16,-7,19,9,1,15,-15,4
COc1ccc(Cl)cc1C1=CC(=O)C[C@H](c2ccc(F)cc2)C1,-9,-1,2,-3,-13,-6,8,-9,-7,-9,-3
C/C(=N\NC(=O)Cn1c(C)nc2ccccc21)c1cccs1,29,3,11,6,-4,0,21,-1,-11,3,-4
Cc1cnc(NC(=O)NCC2CCCC(CNC(=O)Nc3ncc(C)s3)C2)s1 (stereo unspecified),9,5,27,6,-6,-3,25,-12,1,4,10
S=C(Nc1ccccc1Cl)N1CCCCC1,-4,-9,-17,8,-13,-1,-2,2,-12,-22,3
Cn1c(=O)[nH]c(=O)c2c1[nH]c(=S)n2Cc1ccc(Cl)cc1,13,-36,2,-15,5,-9,-3,-10,-12,-7,-2
O=C(CN1CCN(c2ncccn2)CC1)N1CCc2ccccc21,-5,-12,-3,-8,-17,-17,-3,-5,1,-16,-1
O=C(COC(=O)/C=C/c1cccc(Br)c1)NC1CCCC1,-23,-3,-7,-6,-14,-1,0,-2,-20,-4,5
CC(C)C(=O)Nc1c2c(nn1-c1ccc(F)cc1)CSC2,5,9,-13,28,3,-2,-15,-7,8,7,-3
O=C(CN1CCN(c2ccccc2)CC1)Nc1ccccc1Cl,3,-13,-14,1,10,-4,4,0,-19,-15,-5
Cn1c(=O)c2c(ncn2CC(=O)NCc2cccnc2)n(C)c1=O,1,-9,3,-4,-15,-3,4,4,5,-20,13
CC(=O)Oc1ccc(-n2c(=O)c3ccccc3c3ccccc3c2=O)cc1,8,-24,2,5,-7,-20,8,1,-4,-1,0
CCNc1nc(NCC)nc(N/N=C/c2ccc(O)c(O)c2)n1,4,-21,6,6,-2,-10,-30,0,4,-16,2
Cc1cc(-n2c(C)cc(C(=O)CSc3ccc4c(c3)OCCO4)c2C)no1,-5,-36,10,-31,-5,-1,-14,-20,-3,-3,9
Cc1cnc(C(=O)OCC(=O)NC(C)CCc2ccccc2)cn1 (stereo unspecified),1,-17,-7,9,7,0,2,0,4,-4,0
CCOC(=O)c1cc(=O)[nH]c2ccccc12,18,-38,-3,-18,8,-10,5,-2,8,8,4
COCCCC1CCN(C(=O)c2cc(COc3ccc(C)nc3)on2)CC1,32,22,25,-21,9,-3,3,-7,-10,13,2
C=C(C)COc1ccc(-c2nc(N)nc(C)c2Oc2ccccc2OC)c(O)c1,8,26,-18,-18,-5,4,-17,-8,3,-5,6
COc1cc(O)c(CCC(=O)c2ccc(OC)c(OC)c2)c(OC)c1,11,13,8,2,10,-8,21,-3,0,9,-10
CC(C)CNC(=O)C1(C)CCCN1Cc1ccc(S(C)(=O)=O)cc1 (stereo unspecified),-16,1,-4,-2,1,1,4,-6,nt,-5,-3
CCOC(=O)C1(C)CCCCCN1C(=O)c1ccco1 (stereo unspecified),11,-41,-2,0,16,-17,-6,-5,nt,1,0
FC(F)C(F)(F)c1cc(-c2ccccc2)n[nH]1,-9,0,-19,2,-6,-5,-6,-5,-1,-14,-2
COCCc1nc2ccc(C(=O)N3CCCCC3COC)cc2o1 (stereo unspecified),-7,-12,6,-32,0,-4,-9,7,-11,-9,-2
CN(Cc1ccccc1)S(=O)(=O)c1ccc(Cl)nc1,-8,-18,12,20,-1,-9,-6,-2,7,7,0
CCOc1ccc(CNC(=O)c2ccc(Sc3ccc(Cl)cc3)c(NC(C)=O)c2)cc1OC,21,9,21,11,1,-3,31,1,6,1,-1
COc1cc(N)c(Cl)cc1C(=O)OCC(=O)N(C)C1CCCCC1,-7,0,-6,-21,-6,-6,-12,8,-9,1,-3
COc1ccc(CN(C)Cc2nc3cc(OC)c(OC)cc3c(=O)[nH]2)c(OC)c1,-1,-37,-1,10,23,4,2,4,6,2,5
Cc1ccc(C(=O)COC(=O)CNC(=O)c2ccco2)cc1,-4,-13,-2,2,0,-17,-8,1,-5,-11,2
O=C(NCc1cn(-c2ccccc2)nc1-c1ccccc1)c1cc([N+](=O)[O-])cc([N+](=O)[O-])c1,-2,-8,-17,-1,10,-15,-4,2,-1,-10,0
Cn1c(SCC(=O)Nc2ccccc2)nnc1-c1ccc2nonc2c1,-13,3,6,-9,31,10,-23,0,2,3,4
CC(=O)c1ccc(N2C(=O)C3C4C=CC(CC4)C3C2=O)cc1 (stereo unspecified),-2,-15,9,-3,-6,-1,13,-5,7,12,10
CCCN=C1N(CC)C[C@@H]2[C@@H]3C(=O)N(C)C(=O)[C@@H]3[C@](C)(C(=O)OC)N12,2,-5,5,0,-17,-9,1,-3,-5,-20,-2
Cc1cc(C)nc(NS(=O)(=O)c2ccc(NC(=O)c3cc(-c4ccccc4)nc4ccccc34)cc2)n1,-14,-17,36,-5,-17,5,26,8,-3,-3,-4
O=C(NNC1=NC2(CCCC2)Cc2ccccc21)c1ccncc1,-10,17,5,-5,15,7,-10,-5,-3,0,9
Cc1ccc(CNC(=O)C2CC(c3cccc([N+](=O)[O-])c3)=NO2)cc1 (stereo unspecified),-20,-32,3,-18,-12,-5,8,4,-2,-3,4
COc1ccnc(Oc2ccc(F)cc2)c1C(=O)N/C=N/OCc1ccc(Cl)cc1Cl,3,0,47,13,-3,-12,23,0,-4,5,1
NC(=O)C1CCN(C(=O)CN(c2cccc(C(F)(F)F)c2)S(=O)(=O)c2ccccc2)CC1,-7,-15,2,5,-11,-8,24,1,-1,8,-1
# (cont.)
SMILES,NR2F2 inh,NCOA2 inhibitor,TWEAK-Fn14 inh,SRC3 inh,LRH-1 inv ag,NOD2-RIPK2 inh,TROY signal inh,ABHD5 PLIN5 PPI,TLR9-MyD88 inh,NCOA1 inh,Exocytosis inh
OCC1(CCc2ccccc2)CCCN(CCCc2ccccc2)C1 (stereo unspecified),-2,-36,-9,-11,12,5,24,-4,-5,-1,8
COC(=O)c1cc(NC(=O)c2ccccc2)c(=O)oc1C,9,-5,-19,-10,-14,1,-12,9,5,-3,-2
O=C(NCCCN1CCOCC1)c1ccc(NC(=O)C2COc3ccccc3O2)cc1 (stereo unspecified),4,-11,4,5,-7,-1,11,-4,1,-49,-2
Cc1cc(C)nc(SCc2nnc(SCC(=O)Nc3c(C)cccc3C)o2)n1,1,-4,1,-3,8,-10,nt,-6,-8,-12,4
COc1ccc(CC(N)c2csc(Nc3ccc(C(C)=O)cc3)n2)cc1 (stereo unspecified),-10,9,10,3,-6,-2,-13,-13,nt,6,4
CCc1ccc(OC(C)C(=O)Nc2ccc(S(=O)(=O)Nc3cc(C)on3)cc2)cc1 (stereo unspecified),-4,17,37,-1,-6,-1,-1,-3,0,8,?
Cc1ccc(SCC(=O)NCCc2ccc(F)cc2)cc1,4,-2,-20,-11,-6,-1,-39,-6,12,11,-2
CN(C(=O)c1cc2ccccc2cc1O)C1CCCCC1,-17,-68,-11,-4,6,-3,-2,-6,-10,-22,4
Cc1oc(S(=O)(=O)N2CCOCC2)cc1C(=O)Nc1ccc(Cl)cc1,31,-24,-18,11,6,2,-4,-1,-10,5,2

# Some of the compounds tested; the hit share may differ from the screen's.
